Source: PubChem (National Center for Advancing Translational Sciences (NCATS))
SW480 rereplic = A quantitative high throughput screen for small molecules that induce DNA re-replication in SW480 colon adenocarcinoma cells | SW480 DNA re-replication, Hoechst DNA content imaging, 48 h | Potency, µM (top dose mostly 46.1 µM), for inactives: at the highest dose re-replication activation, hits mostly activators | 340,000 tested, 1.8% active; further: potency means the concentration at half of the fitted maximal effect; % of control where 0% means no effect; nearly all actives have a fitted effect of over 55% in size
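Per well, 250 cells were exposed to pinned compound for 48 hr. Nuclear DNA was visualised with Hoechst (40 min, 37 C) and total object intensity recorded by fluorescence scanning.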
GLP-1R agonist = qHTS of GLP-1 Receptor Agonists; HEK293 GLP-1R CRE-luciferase, luminescence, 4-6 h; cells express a hypersensitive GLP-1R form; Potency, µM (series often up to 45.6 µM), for inactives: at the highest dose activation, actives largely listed as activators; 380,000 tested, 0.007% active; AID 624172, 2012; further: potency means the concentration at half of the fitted maximal effect; % of control where 0% means no effect
Target sequence (P43220 whole entry, looked up): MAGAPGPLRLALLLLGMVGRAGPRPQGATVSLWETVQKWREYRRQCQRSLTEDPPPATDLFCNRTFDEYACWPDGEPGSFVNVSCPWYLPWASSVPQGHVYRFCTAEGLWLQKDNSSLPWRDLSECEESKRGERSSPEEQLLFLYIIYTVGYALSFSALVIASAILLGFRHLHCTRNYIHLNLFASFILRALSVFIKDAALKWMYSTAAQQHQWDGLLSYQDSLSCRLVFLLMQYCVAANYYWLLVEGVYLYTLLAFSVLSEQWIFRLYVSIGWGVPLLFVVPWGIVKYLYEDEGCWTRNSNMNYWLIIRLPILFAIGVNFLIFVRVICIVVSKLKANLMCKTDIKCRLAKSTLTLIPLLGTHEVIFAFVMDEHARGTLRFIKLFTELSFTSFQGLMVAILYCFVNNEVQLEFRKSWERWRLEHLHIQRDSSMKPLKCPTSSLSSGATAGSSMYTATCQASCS
D3 ag = qHTS of D3 Dopamine Receptor Agonist: qHTS. D3R DiscoveRx beta-arrestin cells, luminescence, 90 min. max activation, %. 410,000 tested, 0.58% active. D(3) dopamine receptor (Homo sapiens), P35462; in the data active means max activation above about 30%; further: 0% is about no effect; mostly tested at two doses, the higher about 12 µM
Target sequence (P35462 whole entry, looked up): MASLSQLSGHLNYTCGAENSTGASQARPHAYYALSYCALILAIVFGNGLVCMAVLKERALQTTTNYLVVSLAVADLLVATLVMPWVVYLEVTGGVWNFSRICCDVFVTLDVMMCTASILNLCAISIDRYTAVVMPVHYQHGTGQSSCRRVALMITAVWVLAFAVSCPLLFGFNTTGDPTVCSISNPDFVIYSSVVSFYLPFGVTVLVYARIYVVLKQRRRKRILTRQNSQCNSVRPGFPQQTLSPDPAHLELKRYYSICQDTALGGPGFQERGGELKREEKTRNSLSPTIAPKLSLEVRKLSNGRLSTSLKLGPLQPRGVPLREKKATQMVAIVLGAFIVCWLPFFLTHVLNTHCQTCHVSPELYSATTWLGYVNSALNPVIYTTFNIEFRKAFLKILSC
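Cells at 1500/well, incubated overnight, then treated with pinned compounds (dopamine as control) for 90 min at 37 degrees C. DiscoveRx reagent added for 30 - 60 minutes at room temperature; luminescence read.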
HT1080 IDH1KD tx = qHTS for induction of synthetic lethality in tumor cells producing 2HG: qHTS for the HT-1080-IDH1KD cell line; HT-1080 IDH1 knockdown viability, ATP luminescence, 48 h; AID 686971, 2013; 360,000 tested, 2% active; Potency, µM (titrated, usually from 46.1 µM), without a hit: at the highest dose activity, negative = toxicity, actives largely listed as cytotoxic;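 further: potency means the concentration at half of the fitted maximal effect; 0% = DMSO wells and -100% = cell-free medium wells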
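HT-1080-IDH1KD cells (IDH1 knocked down), 750/well in RPMI with 5% FBS, treated with compound 48 h at 37 degrees C. Viability by CellTiter-Glo luminescence, normalised to DMSO and no-cell wells; concentration-response curves classed.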
DRD3 antagonist = qHTS of D3 Dopamine Receptor Antagonist: qHTS. D(3) dopamine receptor (Homo sapiens), P35462. D3R cells, DiscoveRx beta-arrestin luminescence, antagonist mode; active compounds read low. max response, negative = inhibition, %. 360,000 tested, 2.5% active. AID 652054, 2013; in the data active means max response below about -50%; inconclusive means no clear call, values can overlap the other calls; further: on the % scale 0 is the no-effect control and ±100 the full control effect; mostly tested at two doses, the higher about 12 µM
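Cells plated overnight at 1500 cells/well, then exposed to library compounds with dopamine controls for 90 minutes at 37 degrees C. DiscoveRx reagent added for 30–60 minutes at room temperature; luminescence read, quantitative HTS format.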
HT1080-NT tox = qHTS for induction of synthetic lethality in tumor cells producing 2HG: qHTS for the HT-1080-NT fibrosarcoma cell line. Potency, µM (doses to about 46.1 µM), inactives show at the highest dose activity, negative = less viability, actives largely listed as cytotoxic. HT-1080-NT fibrosarcoma viability, CellTiter-Glo ATP luminescence, 48 h. 360,000 tested, 1.6% active;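 further: NT is the 2HG producing partner of a matched IDH1 knockdown line; potency means the concentration at half of the fitted maximal effect; 0% = DMSO-treated cells and -100% = media-only wells without cells; nearly all actives have a fitted effect of over 55% in size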
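Toxicity toward the 2HG-producing NT line was scored as %Activity, normalised to DMSO and no-cell wells, from CellTiter-Glo luminescence after 48 hours' treatment.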
KB-3-1 tox = qHTS assay for MDR1-selective chemotherapeutics: Primary screen using the parental adenocarcinoma cell KB-3-1 | KB-3-1 viability, CellTiter-Glo ATP luminescence, 72 h | Potency, µM (doses to about 46.1 µM), inactives show at the highest dose activity change, negative = cytotoxic, usual class: cytotoxic | 400,000 tested, 1.4% active | AID 1347075, 2019; further: potency means the concentration at half of the fitted maximal effect; on the % scale 0 is the no-effect control and ±100 the full control effect; nearly all actives have a fitted effect of over 60% in size
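Using CellTiter-Glo luminescence, growth of non-resistant KB-3-1 adenocarcinoma cells is assessed 72 h after pin-tool compound addition at 37 °C. Normalized responses across the concentration series yield fitted curves.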
IL-1B inflam inh = qHTS for Inhibitors of Inflammasome Signaling: IL-1-beta AlphaLISA Primary Screen. THP-1 LPS/ATP IL-1B secretion, AlphaLISA, 16 h; active compounds read low. activity change, % at 57.5 µM. 360,000 tested, 4.7% active; in the data active means activity change below about -50%; inconclusive means mostly about -30% to -49%; further: on the % scale 0 is the no-effect control and ±100 the full control effect
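THP-1 cells pretreated 1 hr with compounds (up to 57.5 uM final), then stimulated with LPS (250 ng/mL final) plus ATP (1.25 mM final); secreted IL-1B measured by AlphaLISA after 16 hr, decreased signal indicating inhibition.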
KB-V1 cytotox = qHTS assay for MDR1-selective chemotherapeutics: Primary screen using the drug-selected MDR subline cells KB-V1; KB-V1 MDR cells viability, CellTiter-Glo, 72 h; 400,000 tested, 3.4% active; Potency, µM (titrated, usually from 46.1 µM), for the others: at the highest dose activity change, negative = cytotoxicity, actives largely listed as cytotoxic; further: potency means the concentration at half of the fitted maximal effect; on the % scale 0 is the no-effect control and ±100 the full control effect; nearly all actives have a fitted effect of over 60% in size
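Luminescent ATP read-out (CellTiter-Glo, 10 min) measures survival of drug-selected KB-V1 MDR cells after 72 h, 37 degrees C compound exposure. Medium: phenol-red-free DMEM, 10% FBS. Values from fitted concentration-response curves.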
* marks the source's active call; other numbers are inactive results; u = inconclusive; x = no result given; & = joins results of further samples; [ ] = dose if it differs, or a comment. Unless noted, the call rests on the fitted dose curve; in most records, active means well fitted curve in the direction sought with a large enough effect; inconclusive means small, poorly fitted or top-dose-only effect, or another doubt; inactive means no such curve, though single readings can be large; an effect the other way counts as inactive or inconclusive. Rows are unselected; 12% or so of the library scored in one or more.

Values run as follows: SW480 rereplic	GLP-1R agonist	D3 ag	HT1080 IDH1KD tx	DRD3 antagonist	HT1080-NT tox	KB-3-1 tox	IL-1B inflam inh	KB-V1 cytotox
COc1ccccc1N1C(=O)CC(Nc2ccc(N3CCOCC3)cc2)C1=O (stereo not given)
    -7.1%	5.3%	-3.8	14.9%	-26.9	26.9%	-2.7%	7.4	24.8%
CCOc1ccc(OCCCC(=O)Nc2cc(S(=O)(=O)N3CCOCC3)ccc2N2CCOCC2)cc1
    -3.8%	-7.0%	-2.6	-0.2%	-14.8	-5.1%[9.24 µM]	18.4%	0.0	-4.7%
CCC1(c2ccc(F)cc2)NC(=O)N(CC(=O)N2c3ccccc3NC(=O)CC2C)C1=O (stereo not given)
    -19.6%	1.0%	-4.8	-7.3%	-10.7	0.4%	-4.6%	-7.5	-0.3%
C=CCOc1c(Br)cc(CNn2c(C)n[nH]c2=S)cc1OCC
    -7.0%	0.4%	2.7	-9.5%	-15.2	-18.9%	-6.1%	25.5	16.8%
CCOC(=O)c1[nH]c(C)c(C(=O)NC2CCN(C(=O)OCC)CC2)c1C
    -1.2%[9.22 µM]	2.6%	-0.3	4.6%	22.8	26.6%	0.0%	1.6	-8.9%
Clc1ccc(SCCOCCN2CCOCC2)cc1
    -6.2%	-2.6%	-23.3	-0.8%	u	-0.1%	3.0%	-2.3	1.0%
Cn1c(=O)c2c(nc(CN3CCN(Cc4ccccc4)CC3)n2Cc2ccc(F)cc2)n(C)c1=O
    3.1%	9.5%	-11.0	-0.1%	0.0	-28.3%	u	16.4	0.0%
Cc1ccc(CSc2nnc(CCNC(=O)OC(C)(C)C)o2)cc1
    0.9%	-4.0%&4.8%	1.9&-12.0	-15.2%	-25.0	3.2%	-1.3%&-10.8%	0.0	u
N#Cc1c(SCC(=O)Nc2nccs2)sc2c(O)cc(=O)[nH]c12
    -8.4%	-1.5%	6.4	19.1%	21.2	20.2%	2.4%	-7.5	5.3%
O=C(NCCN1CCOCC1)C1CCN(c2nc3ccccc3o2)CC1
    -23.2%	25.5%	-4.5	-3.9%	16.8	3.3%	4.9%	-1.7	-26.0%
COCCCNC(=O)C1CCCN(S(=O)(=O)c2ccc3c(c2)oc(=O)n3C)C1 (stereo not given)
    x	-0.3%	6.6	x	x	x	3.7%	x	u
CCCCCCn1c(N2CCN(c3ccccc3)CC2)nc2c1c(=O)[nH]c(=O)n2C
    2.9%	1.9%	7.0	u	-6.3	-15.5%	u	u	u
O=C(Cn1ncc2c(=O)oc3ccccc3c21)NCCCN1CCCC1=O
    1.9%	1.1%	-6.9	-0.7%	-3.6	1.6%	2.8%	-14.6	30.0%
CNC(=O)c1[nH]cnc1C(=O)N[C@@H](C)C(=O)OCc1ccccc1
    -40.7%[inhibitor]	-5.1%	34.6*	-0.1%	35.2	0.9%	-6.6%	67.9	-9.9%
CCN(C(=O)COC(=O)c1sccc1C)c1c(N)n(Cc2ccccc2)c(=O)[nH]c1=O
    -2.0%	11.6%	2.7	6.6%	9.2	6.2%	u	14.5	-4.0%
CC1(C)CC(=O)C2=C(C1)OC1=C(C2)C(=O)CC(C)(C)C1
    -7.6%	-3.3%	-1.0	8.9%	-1.6	-1.8%	-0.1%	0.0	u
COc1ccccc1NC(=O)c1ccc(NC(=O)COC(=O)CC(NC(=O)c2ccccc2Cl)c2ccccc2)cc1 (stereo not given)
    -0.7%	9.8%	6.1	24.2%	16.6	10.2%	23.7%	55.4	0.0%
CC(=O)Oc1ccc(Cn2c(C)c(C(=O)NCc3cccc(C(F)(F)F)c3)sc2=O)cc1
    x	1.2%	3.3	u	-4.9	u	23.1µM*	-27.4	14.6µM*
Cc1cc(=O)[nH]c(N/N=C/c2ccc(Cl)c([N+](=O)[O-])c2)n1
    -63.5%	7.5%	-5.2	27.2%	-17.2	u	5.2%	5.9	21.5%
COc1ccc(/C=N/Nc2nc(=O)[nH]nc2C)cc1[N+](=O)[O-]
    2.9%	4.1%	-1.5	-2.8%	-15.2	-3.0%	7.8%	-11.2	-13.7%
CCN(CC)CCNC(=O)C1c2cc(OC)c(OC)cc2C(=O)N2CCc3ccccc3C12 (stereo not given)
    -2.5%	-2.0%	0.4	3.3%	10.5	6.6%	5.1%	0.0	12.7%
COCCNC(=O)NC(=O)COC(=O)C1(c2ccc(Cl)cc2)CC1
    -6.5%	9.6%	4.7	1.3%	19.6	3.6%	24.7%	24.0	-6.8%
COC(=O)c1cc(OC)c(OC)cc1NC(=S)N1CCN(C)CC1
    -3.5%	-9.2%	-8.5	5.4%	-11.1	11.8%	-9.5%	u	1.5%
CCC(NC(=O)Nn1cnnc1)(C(F)(F)F)C(F)(F)F
    -6.8%	-0.9%	0.9	4.8%	15.2	10.9%	-6.4%	29.3	1.6%
Cc1cccc(C(=O)OCC(=O)Nc2sccc2C(N)=O)c1C
    x	-6.6%	3.9	8.4%	12.4	3.6%	6.0%	-7.2	1.6%
CCOc1cc(/C=N/NC(=O)CSc2nncn2C)ccc1OCC(N)=O
    -4.5%	-1.0%	-15.1	5.3%	-10.9	2.1%	-3.5%	-11.9	1.6%
COc1ccc(-c2cc(=O)oc3cc(OC(C)C(=O)Nc4ccc(CN5CCOCC5)cc4)ccc23)cc1 (stereo not given)
    u	20.8%	-15.9	u	-29.7	u	-0.9%	29.6	-5.8%
CSc1ncc(CN2CCc3c([nH]c4ccccc34)C2C(C)(C)C)cn1 (stereo not given)
    -5.7%[9.22 µM]	-8.2%	-20.9	2.3%	-21.3	0.4%	-6.5%	5.9	-5.1%
CC(C)CN(C(=O)COC(=O)/C=C/c1cccs1)c1c(N)n(Cc2ccccc2)c(=O)[nH]c1=O
    16.3%	-4.1%	-4.6	7.9%	0.8	2.5%	-12.5%	3.9	1.2%
Cc1cc(C(=O)N2CCN(C/C=C/c3ccccc3)CC2)cs1
    -4.8%	-1.3%	24.5	-5.6%	u	-2.9%	1.5%	1.4	16.4µM*

Quoted from the listing.
Reading for `N#Cc1c(SCC(=O)Nc2nccs2)sc2c(O)cc(=O)[nH]c12` under IL-1B inflam inh: -7.5
Reading for `CCN(CC)CCNC(=O)C1c2cc(OC)c(OC)cc2C(=O)N2CCc3ccccc3C12` (stereo not given) under D3 ag: 0.4

The list goes on:
Values run as follows: SW480 rereplic	GLP-1R agonist	D3 ag	HT1080 IDH1KD tx	DRD3 antagonist	HT1080-NT tox	KB-3-1 tox	IL-1B inflam inh	KB-V1 cytotox
Cc1ccc(NC(=O)CSCC(=O)NCc2ccco2)cc1
    -717.3%[inhibitor]	2.9%	12.0	10.7%	7.6	6.3%	-2.8%	15.0	2.0%
Cc1cccc(C)c1NC(=O)C(C1CC1)n1c(=O)c(-c2ccco2)nc2ccccc21 (stereo not given)
    x	x	-0.8	1.5%	-10.4	3.1%	6.5%	-3.2	-14.9%
Cc1cc(C)c(C(=O)NC2CCCc3c2cnn3-c2cccc(C)c2C)o1 (stereo not given)
    u	2.2%	5.8	u	3.3	-17.9%	-29.3%	-0.1	-10.1%
CCN(CC)C(=O)C1=C(C)N(Cc2ccc(F)cc2)C(=O)C(CC(=O)NC2CCCCC2)C1 (stereo not given)
    x	0.9%	-11.8	-5.1%	u	-1.5%	-20.8%	7.7	-14.7%
O=C(Nc1ccc2c(c1)OCCO2)c1ccc2nccnc2c1
    1.3%	-6.1%	-1.9	-6.0%	-13.1	-0.8%	-1.8%	-7.4	-21.4%
N#Cc1c2c(c(-c3ccccc3Cl)[nH]c1=S)CCCC2
    -10.7%	-0.2%	-1.8	3.7%	3.5	-19.5%	u	34.4	-17.3%
COc1ccc(C(=O)N2CCN(C(=O)Cc3ccccc3)CC2)cc1
    -2.0%	4.4%	4.1	16.8%	-23.4	-0.2%	-6.8%	0.0	-10.1%
O=C(CC1CCCC1)N1CCN(S(=O)(=O)c2cccc(F)c2)CC1
    -7.4%	3.0%	-9.6	-3.4%	6.5	-0.4%	-0.8%	5.2	-19.5%
COc1ccc(/C=C2\CCC(C3CCCC3)C2=O)cc1Cn1nc(C)cc1C (stereo not given)
    -3.1%	-2.9%	-6.5	0.9%	-19.2	1.4%	-0.5%	3.7	u
CCOC(=O)c1ccc(-n2c(C)nc3ccc(Br)cc3c2=O)cc1
    -0.5%	0.3%	25.5	4.1%	10.2	13.8%	0.6%	12.1	-27.3%
O=C(Cc1ccccc1[N+](=O)[O-])Nc1ccccc1C(=O)N1CCCC1
    -4.1%	6.2%	5.1	17.3%	6.0	u	8.7%	31.0	0.0%
C/C(=N/NC(=O)c1cnccn1)c1cccs1
    0.4%	-3.0%	-2.8	-8.1%	-10.3	0.8%	-2.7%	-5.3	-2.6%
O=C(Nc1cccc(C(=O)O)c1)/C(=C\c1ccccc1)NC(=O)c1cccc2ccccc12
    -41.0%[inhibitor]	-6.1%	0.7	3.6%	13.0	6.5%	1.7%	6.7	6.5%
CCOc1cccc(C(=O)NC(=S)Nc2ccc(N3CCN(CC)CC3)cc2)c1
    22.1%	9.0%	-11.2	u	-6.2	u	-13.1%	u	14.8%
CCOc1cc(NC(=O)c2ccccc2C)c(OCC)cc1NC(=O)C1=Cc2ccccc2OC1
    0.0%	-2.4%	0.7	8.9%	9.7	-3.5%	23.4%	0.0	-31.3%
